OXTR potentiate – human OXTR potentiators, primary screen, fluorescence, CHO-OTR cells, Fluo-8 calcium; Oxytocin receptor (Homo sapiens), P30559; Fluo-8 calcium fluorescence, potentiator mode; 0% = oxytocin EC15, 100% = EC100; activation, % at 3 µM; 320,000 tested, 0.061% active;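 active means activation above that plate's cutoff, the mean activation of tested compounds plus 3 SD, cut at about 6.6% in these data, passing the limit was not always enough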;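 further: 100% uses oxytocin at 75 nM as the full agonist control; some results filed as inactive read as strong as hits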
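test system = CHO-OTR cells, human receptor | compound = single-point 3.0 µM | schedule = 6 min compound pre-incubation at room temperature, 100 s kinetic read | signal = Fluo-8 no-wash calcium dye fluorescence, excitation 470-495 nm, emission 515-575 nm | repeats = single well per compound, singlicate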
CHO parental Ca – ATP-evoked calcium signal inhibitors, parental CHO, primary screen, counter-screen for OX1R antagonist project, cell-based, fluorescence, Fluo-8 calcium dye; parental CHO-K1, ATP-induced calcium, Fluo-8 fluorescence; inhibition, % at 5.6 µM; 330,000 tested, 0.63% active; AID 463079, 2010;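 active means inhibition above that plate's mean sample inhibition plus 3 SD, cut at about 26% in these data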;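 further: 0% = ATP-challenged DMSO wells and 100% = DMSO wells without ATP; some compounds past the cut are filed as inactive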
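Test system: parental CHO cells; detection: calcium-sensitive Fluo-8 fluorescence; evaluation: percent inhibition of calcium signal; also added: ATP as calcium-mobilizing challenge; repeats: one well per compound; control set: ATP-challenged DMSO wells low, unchallenged DMSO wells high; compound: single nominal dose of 5.6 µM per compound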
M4 ag – human M4 muscarinic receptor agonists, primary screen, CHO-K1 cells, Fluo-8 calcium fluorescence; Muscarinic acetylcholine receptor M4 (Homo sapiens), P08173; CHO-K1 hM4/Gqi5; vehicle 0%, full acetylcholine response 100%; activation, % at 3 µM; 360,000 tested, 0.14% active; AID 624127, 2012;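 active means activation above the run mean over all test wells plus 3 SD, cut at about 32% in these data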;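 further: peak over basal fluorescence ratio per well then scaled between controls; 0% = DMSO wells and 100% = acetylcholine at EC100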
Target sequence (P08173 whole entry, looked up): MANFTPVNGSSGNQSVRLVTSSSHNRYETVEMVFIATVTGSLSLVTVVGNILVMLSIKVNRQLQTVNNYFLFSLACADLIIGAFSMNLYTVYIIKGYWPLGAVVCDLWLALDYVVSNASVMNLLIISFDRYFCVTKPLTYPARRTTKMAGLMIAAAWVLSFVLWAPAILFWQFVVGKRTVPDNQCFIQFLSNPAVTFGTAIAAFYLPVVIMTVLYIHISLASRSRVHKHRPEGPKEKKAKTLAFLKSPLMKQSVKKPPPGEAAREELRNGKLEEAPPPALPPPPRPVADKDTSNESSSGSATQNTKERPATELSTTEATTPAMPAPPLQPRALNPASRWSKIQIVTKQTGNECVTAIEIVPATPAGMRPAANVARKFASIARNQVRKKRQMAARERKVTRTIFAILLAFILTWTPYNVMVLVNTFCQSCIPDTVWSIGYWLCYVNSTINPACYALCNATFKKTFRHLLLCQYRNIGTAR
CHO-K1 Ca antag – M1 antagonist counterscreen hit in parental CHO-K1 cells | ATP-induced calcium, Fluo-8 fluorescence | inhibition, % at 3 µM | 360,000 tested, 0.6% active | AID 602250;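 active means inhibition above a per-plate cutoff, the plate's mean sample inhibition plus 3 SD, cut at about 24% in these data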;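 further: 0% = DMSO plus EC80 ATP and 100% = DMSO alone without ATP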
M1 ag – human M1 muscarinic receptor agonists, primary screen, Fluo-8 calcium fluorescence, CHO-K1 cells, HTS | AID 588814, 2011 | activation, % at 3 µM | 360,000 tested, 0.33% active | Muscarinic acetylcholine receptor M1 (Homo sapiens), P11229 | CHO-K1 hM1, agonist mode; 0% DMSO, 100% acetylcholine EC100;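 active means activation above the run's mean compound activation plus 3 SD, cut at about 16% in these data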;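 further: peak over basal fluorescence ratio within a 140 s kinetic read after compound addition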
Target sequence (P11229 whole entry, looked up): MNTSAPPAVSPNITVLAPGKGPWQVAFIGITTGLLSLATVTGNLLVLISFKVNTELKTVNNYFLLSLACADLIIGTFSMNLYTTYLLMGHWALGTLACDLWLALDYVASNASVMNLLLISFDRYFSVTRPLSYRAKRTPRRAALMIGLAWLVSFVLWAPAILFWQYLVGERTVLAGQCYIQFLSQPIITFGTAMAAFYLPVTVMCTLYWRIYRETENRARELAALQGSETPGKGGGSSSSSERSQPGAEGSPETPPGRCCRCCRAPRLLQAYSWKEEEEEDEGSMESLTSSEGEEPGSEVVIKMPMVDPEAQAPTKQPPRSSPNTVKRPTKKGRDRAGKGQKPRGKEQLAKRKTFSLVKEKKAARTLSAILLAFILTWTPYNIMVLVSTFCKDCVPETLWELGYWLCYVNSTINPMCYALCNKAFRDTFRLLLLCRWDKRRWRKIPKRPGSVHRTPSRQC
CHO-K1 Ca ag – counter-screen for M1 agonists: effect in parental CHO-K1 cells | Fluo-8 calcium fluorescence; scaled to maximal ATP response, vehicle zero | activation, % at 3 µM | 360,000 tested, 0.48% active; in the data active means activation above about 15%;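 further: untransfected CHO-K1 host cells lacking M1 receptor as counterscreen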
CHRM4 antagonist – human M4 muscarinic receptor antagonists, primary screen, CHO cells, Fluo-8 calcium fluorescence; 360,000 tested, 0.73% active; CHO-hM4 cells, ACh EC80; Muscarinic acetylcholine receptor M4 (Homo sapiens), P08173; inhibition, % at 3 µM;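 active means inhibition above its plate's cutoff, the mean inhibition of sample wells plus 3 SD, cut at about 27% in these data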;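 further: 0% = acetylcholine EC80 with DMSO and 100% = DMSO without agonist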
M1 antag – human M1 muscarinic receptor antagonists, primary screen, CHO-K1 cells, Fluo-8 calcium fluorescence, 1536-well. Muscarinic acetylcholine receptor M1 (Homo sapiens), P11229. CHO-K1 hM1, ACh EC80 antagonist. inhibition, % at 3 µM. 360,000 tested, 1.3% active;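 active means percent inhibition above its own plate's cutoff, namely the mean of that plate's compound wells plus 3 SD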;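 further: peak over basal fluorescence ratio during 140 s after agonist addition; 0% = ACh EC80 plus DMSO and 100% = DMSO alone without agonist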
CHRM1 PAM – human M1 muscarinic receptor positive allosteric modulators, primary screen, CHO-K1 cells, Fluo-8 calcium fluorescence, 1536-well; activation, % at 3 µM; CHO-K1 hM1, ACh EC20; 0% = ACh EC20, 100% = maximal ACh; Muscarinic acetylcholine receptor M1 (Homo sapiens), P11229; 360,000 tested, 0.088% active; AID 588819, 2011; in the data active means activation above about 19%, passing the limit was not always enough
* marks the source's active call; other numbers are inactive results; / = no result given.

#	molecule	M4 ag	M1 antag	CHO-K1 Ca antag	CHO-K1 Ca ag	CHRM1 PAM
1	CC(C)C(N)c1csc(Nc2cc(Oc3ccccc3)ncn2)n1 (stereo unspecified)	5.3	-3.5	2.4	2.2	-3.7
2	O=[N+]([O-])c1ccc(CSc2nnc(-c3cccnc3)o2)cc1	-0.7	-18.6	-2.5	0.2	13.6
3	COc1ccc(COC(=O)NC2CCN(S(=O)(=O)c3ccc(OC)cc3)CC2)cc1	8.8	-1.5	-3.8	3.7	2.6
4	Cc1ccsc1C(=O)NNC(=O)C1C2C=CC(C2)C1C(=O)O (stereo unspecified)	1.1	4.2	3.2	0.3	-4.7
5	Cc1[nH]c(=O)nc(SCc2ccc(Cl)c(Cl)c2)c1C#N	0.3	-0.9	-14.8	1.2	5.2
6	Cc1ccc(C(=O)CN2C(=O)c3ccccc3S2(=O)=O)cc1	0.9	-11.2	3.9	-0.2	9.1
7	O=C(CCCCCn1nnc2ccccc2c1=O)Nc1ccccc1F	2.3	2.5	-4.8	2.8	0.7
8	CC(C(=O)NC(=O)NCc1ccccc1)N1C(=O)c2ccccc2C1=O (stereo unspecified)	1.3	-5.7	-10.2	-0.1	-2.8
9	COc1ccc(OCC(=O)NCCCCCCNC(=O)COc2ccc(OC)cc2)cc1	1.8	-11.4	-5.9	0.1	11.2
10	O=[N+]([O-])c1ccc(Oc2ccc(OCc3ccccc3)cc2)nc1	0.8	-2.5	10.6	0.4	0.9

#	CHO parental Ca	CHRM4 antagonist	OXTR potentiate	M1 ag
1	/	0.3	/	-5.0
2	/	4.8	/	-3.2
3	0.9	9.3	-20.8	-1.5
4	-8.1	6.9	-1.9	-2.2
5	14.2	9.5	-8.1	-1.8
6	-7.2	-0.5	-5.9	-4.5
7	-14.8	3.0	-4.6	-1.5
8	2.9	1.8	-8.8	-3.3
9	-23.6	-9.4	-4.1	0.7
10	26.5	-3.7	-12.4	-4.1

Carrying on.
#	molecule	M4 ag	M1 antag	CHO-K1 Ca antag	CHO-K1 Ca ag	CHRM1 PAM
11	COc1cc2c[n+](C)c3c4ccccc4ccc3c2cc1OC	0.6	-16.4	-13.0	0.7	15.9
12	CC(=O)c1ccccc1NCC(=O)Nc1ccc(C)cc1	1.7	-8.2	-12.7	0.7	10.7
13	CCOC(=O)C(C(=O)NCc1ccc(C)cc1)c1ncc(C(F)(F)F)cc1Cl (stereo unspecified)	-1.0	-3.5	-15.7	0.0	3.1
14	CCOc1ccc(NC(=O)CCCN2C(=O)C(c3ccccc3)Oc3cccnc32)cc1 (stereo unspecified)	3.9	-6.3	-16.4	2.5	4.4
15	COc1ccc(OCC(=O)NCCNC(=O)c2cccnc2)cc1	0.1	3.6	-8.8	0.1	2.8
16	O=C(Cn1nnc2ccccc21)Nc1ccc([N+](=O)[O-])cc1	3.2	-4.5	-9.5	1.4	3.5
17	O=C(NCc1cccs1)c1cccc(S(=O)(=O)N2CCCCC2)c1	2.4	0.3	-10.6	2.0	5.6
18	CN1C(=O)C(N=Nc2ccc([N+](=O)[O-])cc2)SC1=S (stereo unspecified)	15.6	3.5	-16.7	10.1	-11.1
19	COCc1[nH]nc2c1C(c1ccc(F)cc1F)C(C#N)=C(N)O2 (stereo unspecified)	0.9	-9.1	-1.8	0.1	5.2
20	CC(NS(=O)(=O)c1ccc(Br)s1)c1ccccc1 (stereo unspecified)	0.0	6.7	0.8	-1.1	2.5

#	CHO parental Ca	CHRM4 antagonist	OXTR potentiate	M1 ag
11	/	-7.3	/	-6.6
12	-9.1	3.0	1.1	-4.7
13	-7.4	4.7	-9.8	-4.9
14	-10.7	-2.0	-7.9	-5.3
15	4.3	5.0	-5.0	-2.7
16	2.1	2.2	-5.4	-2.0
17	-23.2	-4.2	-8.9	-3.2
18	/	7.4	/	11.8
19	-13.8	-2.1	5.9	-1.1
20	-14.4	2.0	-11.3	-5.8

Other structures.
#	molecule	M4 ag	M1 antag	CHO-K1 Ca antag	CHO-K1 Ca ag	CHRM1 PAM
21	CCOc1ccc(S(=O)(=O)NCCC(=O)OCC(=O)NC(=O)c2cccn2C)cc1	1.3	-26.0	-4.2	0.3	9.3
22	COc1cccc(CNc2nc3cc(-c4cccc(OC)c4)sc3c(=O)n2C)c1	0.2	-16.1	-1.8	0.5	13.6
23	Cc1ccc(NC(=O)N2CCC(NC(=O)c3ccco3)CC2)cc1	0.2	2.5	-10.1	0.4	11.3
24	O=C(Cc1ccc(Br)cc1)N1CCN(c2ccc(F)cc2)CC1	3.4	-11.2	-4.7	1.4	-6.3
25	COCCN(CCOC)Cc1cc(=O)oc2cc(C)c(C)cc12	2.0	-30.2	-19.1	1.1	2.5
26	COc1cccc(CNC(=O)CCn2ccc3cc(S(=O)(=O)N4CCC(C)CC4)ccc32)c1	4.0	-13.8	-12.7	3.4	3.5
27	Cc1ccc(NS(=O)(=O)c2ccc(N3CCN(c4ccc(O)cc4)CC3)c([N+](=O)[O-])c2)c(C)c1	6.6	-2.8	6.2	0.4	14.0
28	O=C1CCn2c1c(O)c1ccccc1c2=O	1.5	-19.2	-6.0	0.6	13.4
29	CCN1C(=O)/C(=C/c2cccs2)S/C1=N\S(=O)(=O)c1ccc(C)cc1	1.9	-7.8	-12.1	0.3	9.0
30	CCCOc1ccc(C(=O)NCCN2CCOCC2)cc1	0.5	0.9	4.2	6.0	2.5

#	CHO parental Ca	CHRM4 antagonist	OXTR potentiate	M1 ag
21	-1.1	-3.4	-8.9	-0.4
22	/	-12.2	/	-1.8
23	-2.5	-3.0	-10.7	0.2
24	-6.2	13.8	-14.9	0.1
25	/	-13.8	/	-3.9
26	-16.6	1.0	-6.9	-3.9
27	27.3	9.4	-5.9	5.2
28	/	-10.5	/	1.9
29	-3.0	0.4	-9.6	-2.5
30	-11.4	-0.1	-8.1	-5.5

Additional structures follow:
#	molecule	M4 ag	M1 antag	CHO-K1 Ca antag	CHO-K1 Ca ag	CHRM1 PAM
31	Fc1ccc(-c2cc(-c3nnc4n3CCCCC4)c3ccccc3n2)cc1	2.0	-4.9	-7.2	1.4	10.6
32	CC(=O)Nc1ccc(S(=O)(=O)N2CCCCC2c2cccnc2)cc1 (stereo unspecified)	3.5	-2.1	-4.2	0.6	6.9
33	Cc1ccc(SC2=C[C@@]3(O)CC[C@@H](O)[C@@](Sc4ccc(C)cc4)(C2=O)[C@H]3O)cc1	0.9	/	6.6	0.3	/
34	COc1ccc(CCNC(=O)C(=O)NCC2OCCN2S(=O)(=O)c2cc(F)ccc2F)cc1OC (stereo unspecified)	14.8	6.5	2.8	4.1	-11.9
35	Cc1ccc(-c2csc(NC(=O)CSc3nnc4c(n3)[nH]c3ccccc34)n2)cc1	2.1	3.9	-14.7	1.7	-3.2
36	CC(C)(C)c1ccc(NNC(=O)C2CCC2)cc1	0.7	2.3	-2.8	0.7	-2.0
37	C=CCn1c(NCCO)nc2c1c(=O)n(C)c(=O)n2C	1.5	-9.8	-16.6	1.3	5.3
38	O=C(CC(=O)Nc1ccccc1)Nc1ccccc1	1.3	-27.1	5.4	0.3	19.5
39	Cc1ccc2c(c1)N(CCCC(=O)NCCCN1CCCCC1)C(=O)CO2	-0.4	-4.3	0.9	0.5	-1.9
40	O=C(Nc1nc2cc3c(cc2s1)OCCO3)c1ccc([N+](=O)[O-])o1	0.8	-3.9	-1.7	0.4	5.0

#	CHO parental Ca	CHRM4 antagonist	OXTR potentiate	M1 ag
31	-9.2	4.9	3.8	-5.7
32	-1.2	-9.7	-0.2	-4.0
33	/	9.7	/	/
34	-14.6	-8.8	-5.8	-2.2
35	-5.9	-4.1	-6.0	-6.4
36	-3.0	-0.6	-1.1	-0.2
37	-0.1	3.8	0.5	-1.7
38	-3.7	1.2	-8.3	0.7
39	4.8	-4.2	-2.6	-11.8
40	5.4	-8.1	-2.3	-1.6

Next part:
#	molecule	M4 ag	M1 antag	CHO-K1 Ca antag	CHO-K1 Ca ag	CHRM1 PAM
41	O=C(Nc1ccccc1C(=O)N1CCCCC1)c1ccc(Cl)cc1Cl	1.1	-4.2	-16.0	1.2	5.8
42	Nc1ccc2c(c1)nc(Cc1ccccc1)n2CCO	2.0	1.9	-2.6	-0.1	2.4
43	CCOC(=O)C1CCN(C(=O)Nc2ccc3nc(-c4ccco4)c(-c4ccco4)nc3c2)CC1	1.9	-0.3	-6.0	0.3	2.0
44	CCOC(=O)CNC(=O)CSc1nnc(C)c(=O)[nH]1	0.9	-6.2	-4.7	0.0	10.5
45	Cc1ccn(C(C)CC(=O)Nc2ccc(-c3ccno3)cc2)n1 (stereo unspecified)	3.2	-16.6	-11.1	3.3	12.9
46	CN(C)N1C(=O)C2C3C=CC(O3)C2C1=O (stereo unspecified)	0.2	-11.0	-14.6	1.7	5.2

#	CHO parental Ca	CHRM4 antagonist	OXTR potentiate	M1 ag
41	-10.7	-16.9	0.3	-3.4
42	-7.8	-6.6	-2.2	-8.8
43	4.2	15.2	-14.0	-3.3
44	-9.8	-1.3	-9.4	-5.7
45	-1.3	-4.8	-5.4	0.5
46	/	4.5	/	-0.8
